# Ins promoter up: MIN6 insulin promoter up-regulation; actives 0.3% (n = 190,000); MIN6 insulin promoter-GFP reporter, high-content imaging; active compounds read high; z-score at 5 µM;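 active = z-score above 3 at 5 µM with at least 500 cells counted in the well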
# Yfh1-depleted yeast: mitochondrial function rescue without frataxin homolog – Friedreich's ataxia, plus single-dose screen, dose response (AID 1465). S. cerevisiae Yfh1-off respiration, WST-1 reduction, 72 h; higher fold induction means a stronger effect. one-dose fold induction at 50 µM; EC50 in µM for titrated hits. actives 0.074% (n = 220,000);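 active = fold induction of absorbance versus untreated yeast above a set limit, then at least 30% activation at any dose in follow-up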;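 also: activators that raise dye reduction in frataxin-depleted yeast; strong numbers were not always called active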
# HEK293 NOD2/NF-kB: inhibition of NOD2-driven NF-kB reporter – cell-based, luminescence, uHTS, HEK293 (AID 1566); HEK293 NOD2/NF-kB luciferase reporter, luminescence; higher % means a stronger effect; one-dose inhibition, % at 4 µM; EC50 in µM for titrated hits; actives 0.63% (n = 290,000); in the data active = inhibition above about 50%; also: many of its hits are not listed in these tables
# MT stabilize HCS: microtubule stabilization, imaging screen; AID 2205; HeLa tubulin immunostaining HCS, 24 h; share of cells brighter than vehicle mean+2SD; actives 0.83% (n = 200,000); % tubulin-high responders, % at 10 µM;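 active = plate Z-score above 3 for both tubulin-high and condensed-nucleus cell shares, with cell loss under 80%, at 10 µM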;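 also: anti alpha tubulin signal scored within the nucleus-defined area of each cell; some results filed as inactive read as strong as hits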
# Autophagy mod: modulators of autophagy; MEF GFP-LC3 puncta imaging; test concentration mostly 10 µM; calls only at 10 µM (by protocol); actives 0.98% (n = 190,000); AID 463193;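 active = percentage of spot-positive cells more than 3 SD above its plate mean, without a fluorescence outlier flag or 80% toxicity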;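 also: spot-positive cell cutoff set from DMSO-treated cells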
# Hep lipid drop: hepatic lipid droplet formation modulation; AML12 mouse hepatocytes, oleate lipid droplets, BODIPY imaging; inhibition, % at 6.5 µM; actives 0.4% (n = 240,000);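 active = lipid droplet intensity inhibited by at least 50%, with more than 500 cells counted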
#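 Assay system: AML12 mouse liver cells | Compound: 6.5 µM single-point dosing | Schedule: Overnight exposure | Technique: Fluorescence imaging, 20x objective, two fields per well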
# bCat nuc transl: alters nuclear translocation of beta-catenin in HeLa cells; immunofluorescence imaging; nuclear translocation activity, % at 5 µM; actives 0.3% (n = 190,000);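 active = nuclear translocation activity above 50% at 5 µM, with a well cell count of 50 or more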;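 also: per-cell ratio of nuclear to cytoplasmic median beta-catenin stain intensity; plate controls were DMSO negative control for no effect and GSK-3 inhibitor IX positive control for full effect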
#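 System: HeLa cells, endogenous beta-catenin; compound dosing: 5 µM primary single dose, 0.1% DMSO, 0.02–20 µM confirmation series; incubation: 24 h compound exposure at 37°C, 5% CO2; signal: beta-catenin immunofluorescence imaging with DAPI; evaluation: % activation, nuclear-to-cytoplasmic median beta-catenin signal ratio per cell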
# Dynein transport: dynein cargo transport inhibition; z-score, hits read low; AID 1381; 3617.4 mouse cells, GR-EGFP nuclear translocation imaging; test concentration mostly 20 µM; stimulated with dexamethasone, 1 µM; active compounds read low; actives 0.47% (n = 220,000);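 active = plate z-score of nuclear minus cytoplasmic receptor signal below a set negative limit, without overly bright fluorescence or cell loss, cut at about -3.5 in these data, passing the limit was not always enough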;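 also: z-score of nuclear minus cytoplasmic ring GR-EGFP intensity difference per well; some compounds called inactive have numbers as strong as hits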
#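 Buffer or medium: tet-free, stripped-serum medium; Also added: dexamethasone, 1.0 µM final; Technique: high-content fluorescence imaging after fixation; Times: 48 h induction, 1 h compound, 30 min dex at 37 °C; Read-out: per-cell GR-EGFP intensity, nucleus versus surrounding cytoplasmic ring, well-averaged.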
# WT yeast gro inh: growth inhibition of WT yeast, mitochondrial fusion screen; mitochondrial fusion phenotypic screen, WT strain; inhibition, % at 10 µM; actives 2.1% (n = 190,000); AID 1362; in the data active = inhibition above about 58%; tested in S. cerevisiae
# WT yeast gro inh mutant strain: also measured in WT yeast gro inh; calls as there; inhibition, %; mitochondrial fusion phenotypic screen, mutant strain inhibition
# Dynein transport cytoplasmic EGFP: second read-out of Dynein transport, no call of its own (marks repeat the call); z-score; measured here: cytoplasmic GR-EGFP intensity; active compounds read high
# Dynein transport nuclear GR-EGFP: recorded beside Dynein transport, whose call it bears; z-score; measured here: nuclear GR-EGFP intensity;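 lower value marks the stronger effect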
# Dynein transport cell count: second read-out of Dynein transport, no call of its own (marks repeat the call); z-score; measured here: cell count per field
# Ins promoter up cell count: recorded beside Ins promoter up, whose call it bears; cell count; measured here: cytotoxicity, nuclei count;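 total cells summed across four imaged fields per well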
# Hep lipid drop cells 6.5 µM: recorded beside Hep lipid drop, whose call it bears; cell count; measured here: cell count, cytotoxicity flag;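 cells counted across two imaged fields per well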
# bCat nuc transl cell count 5 µM: also measured in bCat nuc transl; calls as there; cell count; measured here: cell count, cytotoxicity flag
# MT stabilize HCS Hoechst-high %: second read-out of MT stabilize HCS, no call of its own (marks repeat the call); % Hoechst-high responders; measured here: nuclear condensation Hoechst responders;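 share of cells brighter than vehicle mean plus two SD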
# MT stabilize HCS cytotoxicity %: further read-out of MT stabilize HCS, marked with its call; toxicity, %; measured here: cytotoxicity by cell density;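 0% = mean cell density of plate MIN control wells and 100% = no cells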
# Autophagy mod cell loss 18 h: recorded beside Autophagy mod, whose call it bears; toxicity, %; measured here: cell loss, nuclei count;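 cell loss after 18 h compound exposure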
# Starred values were filed as active, the others as inactive; i = inactive; nt = not tested or not shown. The list is partial. The share of hits here may be higher or lower than overall.
SMILES,Ins promoter up,Ins promoter up cell count,Yfh1-depleted yeast,HEK293 NOD2/NF-kB,MT stabilize HCS,MT stabilize HCS Hoechst-high %,MT stabilize HCS cytotoxicity %,Autophagy mod,Autophagy mod cell loss 18 h,Hep lipid drop,Hep lipid drop cells 6.5 µM,bCat nuc transl,bCat nuc transl cell count 5 µM,Dynein transport,Dynein transport cytoplasmic EGFP,Dynein transport nuclear GR-EGFP,Dynein transport cell count,WT yeast gro inh,WT yeast gro inh mutant strain
Cc1ccc(O)c(C2=Nc3ccccc3N=C(c3cccc([N+](=O)[O-])c3)C2)c1,-0.43,1132,i,-59%,1.9,2.9,7.5,i,1,17,672,1.2,1160,0.76,-0.08,0.71,-1,5,6
S=C(c1ccc(-c2cc(Cl)ccc2Cl)o1)N1CCOCC1,-0.05,1253,i,-1%,2.4,1.6,6.6,i,14,11,706,-2.0,1116,-0.74,-0.15,-0.11,0.057,33,-5
COc1ccc(NC(=O)Cc2nnc(N)s2)cc1,-0.04,1310,i,13%,3.7,2.2,3.8,i,-22,-7,715,1.3,1122,-0.67,-0.33,-0.29,0.75,6,6
CCS(=O)(=O)c1ccc2c(c1)N(S(=O)(=O)c1ccccc1)CC(C(=O)O)O2 (stereo not drawn),1.3,1323,i,7%,1.8,1.9,9.0,i,-4,nt,nt,-1.9,1400,0.47,-0.21,-0.045,0.2,11,-6
CCOC(=O)c1c(NC(=O)/C=C/C(=O)O)sc(C)c1-c1ccc(Cl)cc1,-0.9,1533,i,-79%,4.4,2.1,6.5,i,21,33,723,-1.1,989,-8.2*,1.7*,-2.7*,0.94*,-19,-1
O=C(/C=C/Nc1ccc(S(=O)(=O)Nc2ncccn2)cc1)c1cccs1,0.65,1515,i,3%,nt,nt,nt,nt,nt,nt,nt,0.4,1294,-0.24,-0.27,-0.16,0.18,nt,nt
O=C(Nc1cccnc1)c1ccc(S(=O)(=O)N2CCCCCC2)cc1,-0.76,976,i,16%,1.1,0.7,4.1,i,1,-11,713,nt,nt,2.2,-0.37,1.1,-1,8,18
COc1ccc(Nc2ccc(N3C(=O)CCC3=O)cc2[N+](=O)[O-])cn1,-0.71,1231,i,9%,1.1,1.5,4.9,i,23,10,696,1.6,1126,-1,-0.27,-0.7,1.1,1,-19
COc1ccc(C(=O)CSc2nnc3ccc(-c4ccccn4)nn23)cc1,-0.29,1197,i,9%,4.0,1.5,5.6,i,14,-3,785,-0.5,1113,3.3,-0.078,2,-1.5,12,4
Cc1cc(=O)oc2cc(OCC#N)ccc12,-1.1,1485,i,0%,6.4,2.2,4.2,nt,nt,4,521,3.3,1104,-0.66,-0.19,-0.14,0.16,3,-2
Cc1ccc(P(=Nc2ccccc2)(N2CCOCC2)N2CCOCC2)o1,-1,972,i,-6%,2.1,1.1,3.0,i,-2,1,718,-3.6,1203,-0.044,-0.22,0.082,0.81,21,13
O=C(COC(=O)/C=C/c1cccc(C(F)(F)F)c1)NCc1ccc(F)cc1,0.91,1275,i,11%,1.9,3.8,11,i,2,0,619,-1.7,976,0.76,-0.25,0.16,-0.65,1,-4
CCCCNC(=O)CSc1nc(COc2ccccc2)nc2ccccc12,0.41,1448,i,12%,5.9,2.7,12,i,-5,-14,654,0.5,1466,1.7,-0.31,0.59,-0.92,8,10
CS(=O)(=O)NCc1ccc(C(=O)NCc2ccccc2)cc1,-0.19,1255,i,8%,3.0,1.3,1.6,i,-6,6,790,-1.5,1132,-0.45,-0.25,-0.42,0.78,3,6
Cc1cc(C)n(CC(=O)N/N=C/c2cc(Br)cc([N+](=O)[O-])c2O)n1,0.2,1597,i,23%,3.0,2.4,6.8,i,-13,-6,642,-1.6,946,1.9,-0.033,0.91,-2.5,13,-21
CC(C)Cn1c(SCC(=O)N2CCN(C(=O)c3ccco3)CC2)nc2ccccc2c1=O,0.38,1291,i,-3%,3.3,1.4,5.9,i,11,-17,684,-3.4,1147,-0.062,-0.16,-0.14,0.34,-10,-14
Cc1ccc(C(C(=O)NC2CCCCC2)N(Cc2ccco2)C(=O)Cc2c[nH]c3ccccc23)o1 (stereo not drawn),0.18,2040,i,-9%,1.4,2.2,10,i,2,44,573,-0.9,1186,-0.33,-0.18,-0.6,1.2,71*,19*
NS(=O)(=O)c1ccc(NC(=S)NCC2CCCO2)cc1 (stereo not drawn),-0.43,1281,i,11%,2.1,3.6,8.4,i,16,-14,658,nt,nt,0.22,-0.3,-0.3,-0.37,4,2
COc1ccc(S(=O)(=O)Nc2ccc(NC(C)=O)cc2)cc1Br,-0.5,1569,i,-1%,6.6,2.8,6.2,i,16,12,674,-5.1,1132,0.67,-0.087,1.1,-0.8,14,2
c1cncc(-c2nc(-c3cccs3)cs2)c1,0.85,1205,i,-12%,4.1,2.3,2.3,i,1,nt,nt,-5.3,868,0.14,-0.043,-0.05,0.75,0,16
CCOC(=O)c1ccc(NC(=O)C2C3C=CC(C3)C2C(=O)O)cc1 (stereo not drawn),0.38,1140,i,1%,1.6,1.5,7.3,i,31,nt,nt,0.7,861,-0.39,-0.2,-0.034,0.11,9,-10
CCCCSc1nnc(CNC(=O)C23CC4CC(CC(C4)C2)C3)n1Cc1ccccc1,-0.2,1470,nt,-9%,2.5,3.9,7.1,i,12,2,742,-0.7,1171,-0.87,-0.25,-0.64,0.5,59*,-3.0*
O=C(NCc1ccccn1)C(=O)Nc1nc(-c2ccccc2)cs1,-0.18,1008,i,-15%,nt,nt,nt,nt,nt,1,688,2.5,1306,-0.13,-0.019,-0.096,-0.12,nt,nt
CCOc1ccccc1OCC(=O)Nc1ccc(N2CCCCC2)cc1,0.14,1209,i,6%,2.3,0.9,4.1,i,-8,13,712,-0.2,1061,0.27,-0.23,0.28,0.95,1,-11
CCCn1cc(CN2CCCC(C(=O)c3cccc(OC(C)C)c3)C2)c(C)n1 (stereo not drawn),nt,nt,i,6%,2.3,3.0,8.9,i,-1,-18,661,3.3,959,-0.99,-0.21,-0.57,0.13,12,9
CCCC(C)C(=O)Nc1nnc(C)s1 (stereo not drawn),0.49,1161,i,-1%,4.7,3.1,5.3,i,-5,nt,nt,-7.1,1012,-0.38,-0.29,-0.025,0.15,4,-10
O=C(Nc1ncc2c(n1)CC(c1ccco1)CC2=O)c1ccccc1 (stereo not drawn),0.22,1191,nt,3%,3.0,1.7,2.4,i,4,0,761,-1.7,1224,0.39,-0.25,0.3,0.5,70*,-2.8*
O=C(N/N=C/c1cc(Br)cc(Br)c1O)c1cccc(S(=O)(=O)N2CCOCC2)c1,-0.51,974,i,37%,nt,nt,nt,nt,nt,-42,575,1.8,1245,-0.67,-0.15,0.4,-1.2,nt,nt
Cc1ccc2cc(C=O)c(Cl)nc2c1,0.21,1237,i,6%,1.5,1.5,7.4,i,16,13,815,1.8,1090,-0.34,-0.26,-0.096,0.04,8,6
CCOC(=O)Cn1c(=O)c2c(nc(Br)n2Cc2ccccc2)n(C)c1=O,nt,nt,nt,9%,1.6,1.4,5.7,i,9,nt,nt,-1.0,1169,-0.24,-0.21,-0.0091,0.71,nt,nt
CCOC(=O)c1ccc2c(c1)nc(COc1ccccc1C#N)n2CC,0.02,1085,nt,9%,nt,nt,nt,nt,nt,0,762,-4.3,1126,nt,nt,nt,nt,nt,nt
CC1=CC(C)(C)N(C(=O)CSc2nnc(C)s2)c2ccc(C)cc21,-0.48,1613,i,13%,2.1,2.1,5.8,i,5,nt,nt,1.1,1394,-0.76,-0.13,-0.57,0.9,-4,-8
CCCC(=O)Nc1cc(S(=O)(=O)N(CC)CC)ccc1Cl,0.11,1368,i,0%,2.9,1.4,6.8,i,7,3,690,-0.9,940,-0.48,-0.24,-0.074,1.2,-5,0
C[C@@H](C(=O)Nc1ccc2ccccc2c1)[C@H]1C[C@]1(C)[C@H](NS(=O)(=O)c1ccccc1)c1ccccc1,-1.4,934,i,-37%,3.2,2.8,5.8,i,-9,-9,741,nt,nt,0.29,-0.27,0.54,-0.097,-6,-14
CCOC(=O)NC(Nc1ncccn1)(C(F)(F)F)C(F)(F)F,1.1,1305,i,4%,6.1,3.3,3.3,i,-7,nt,nt,-1.8,967,1.3,-0.12,0.8,-1.1,3,0
CCC(C)(C)n1nnnc1C(c1ccc(OC)c(OC)c1)N1CCN(c2ccc(OC)cc2)CC1 (stereo not drawn),-0.86,886,i,2%,4.0,1.0,4.8,i,-1,nt,nt,0.8,1152,-0.42,-0.21,-0.0029,0.97,12,3
